TROY NFkB inh: inhibitors of TROY-driven NF-kB signaling, primary screen, Q293 LMP1-TROYcd cells, NF-kB luciferase, uHTS; Q293 LMP1-TROYcd NF-kB luciferase reporter, 4 h; inhibition, % at 10 µM; actives 0.98% (n = 360,000); AID 1347056, 2019;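 active = compounds whose plate-normalised and pattern-corrected inhibition of the luciferase reporter signal at the single screening dose is 50% or more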
NCOA2 inhibitor: inhibition of GAL4-SRC2 driven luciferase reporter, primary screen, SRC2 inhibitor project, cell-based, luminescence | actives 0.17% (n = 370,000) | inhibition, % at 9 µM | HEK293 GAL4-SRC2 luciferase reporter;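 active = inhibition above the mean inhibition of all tested compounds plus 3 SD, set per campaign, cut at about 52% in these data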;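 note: 0% = DMSO treated cells and 100% = cells given Gossypol at 36 µM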
NCOA1 inh: SRC1 coactivator transcriptional activity inhibitors, primary screen, cell-based, luminescence. Nuclear receptor coactivator 1 (Homo sapiens), Q15788. HEK293 GAL4-SRC1 luciferase reporter. inhibition, % at 3.6 µM. actives 0.12% (n = 360,000);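 active = inhibition above the campaign mean plus 3 SD, with each screening campaign given its own cutoff, cut at about 60% in these data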;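 note: 0% = DMSO treated cells and 100% = gossypol at 36 µM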
TLR9-MyD88 block: inhibitors of TLR9-MyD88 association in cells, primary screen, cell-based, CHO, BLA complementation, fluorescence; inhibition, % at 4.98 µM; CCF4 FRET ratio; actives 0.21% (n = 340,000); Toll-like receptor 9 (Homo sapiens) + Myeloid differentiation primary response protein …;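 active = inhibition above the mean over all tested compounds plus 3 SD, cut at about 21% in these data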;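 note: 0% = DMSO only wells and 100% = clavulanate BLA inhibitor control wells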
COUP-TFII inh: NR2F2 transcriptional activity inhibitors, primary screen, cell-based, luciferase reporter, HEK293T, luminescence | COUP transcription factor 2 (Homo sapiens), P24468 | HEK293T NGFI-A luciferase reporter | inhibition, % at 8.6 µM | actives 0.7% (n = 370,000);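 active = inhibition above a per-plate cutoff, mean inhibition of test wells between control levels plus 3 SD, cut at about 38% in these data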;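 note: cells cotransfected with COUP-TFII expression vector driving the NGFI-A reporter; 0% = median of COUP-TF2 test wells and 100% = reporter-only cells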
NOD2-RIPK2 inh: NOD2-RIPK2 binding disruptors in cells, primary screen, fluorescence, CHO cells, BLA complementation | Receptor-interacting serine/threonine-protein kinase 2 (Homo sapiens), O43353 | CCF4 ratio | inhibition, % at 4.98 µM | actives 0.38% (n = 360,000); in the data active = inhibition above about 21%;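 note: 0% = vehicle only and 100% = reference blocker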
NR5A2 inv ag: LRH-1 (NR5A2) inverse agonists, primary screen, cell-based, luminescence, HEK293T, StAR-luciferase reporter | LRH-1 transfected, 24 h | inhibition, % at 3.6 µM | actives 0.13% (n = 360,000) | AID 602396, 2012;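 active = inhibition above the mean inhibition of all tested compounds plus 3 SD, cut at about 73% in these data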;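 note: 0% = DMSO wells and 100% = reporter-only cells lacking LRH-1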
Granule exo inh: LAMP-1 surface exposure blockers, TALL-104 cells – cell-based, flow cytometry, MLPCN library, primary screen; TALL-104 LAMP-1 surface exposure; cells stimulated with thapsigargin and PMA; inhibition, % at 10 µM; actives 0.66% (n = 360,000); AID 651702, 2012;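 active = inhibition above about 55%, limit read from the data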
TWEAK-Fn14 inh: inhibitors of TWEAK-Fn14 signaling, primary screen, luciferase reporter cells, uHTS; TWEAK-stimulated Fn14 reporter cells, luciferase luminescence, 8 h; inhibition, % at 10 µM; actives 2% (n = 360,000); in the data active = inhibition above about 50%
ABHD5 PLIN5 PPI: ABHD5-PLIN5 interaction inhibitors, primary screen, cell lysate, split luciferase complementation, luminescence; Perilipin-5 (Homo sapiens) + 1-acylglycerol-3-phosphate O-acyltransferase ABHD5 (Homo …; Split G. princeps luciferase complementation, 4 h; inhibition, % at 4 µM; actives 0.78% (n = 360,000);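 active = inhibition above the mean inhibition across every tested compound plus 3 SD, cut at about 22% in these data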;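 note: 0% = DMSO only wells and the 100% control is not disclosed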
NCOA3 inh: SRC3 coactivator transcriptional activity inhibitors, primary screen, cell-based, luminescence. inhibition, % at 3.6 µM. HEK293 GAL4-SRC3 luciferase reporter. Nuclear receptor coactivator 3 (Homo sapiens), Q9Y6Q9. actives 0.17% (n = 360,000);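 active = inhibition above a per-campaign cutoff, the mean of all compounds plus 3 SD, cut at about 60% in these data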;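 note: 0% = DMSO-treated cells and 100% = gossypol-treated cells at 36 µM; higher means less SRC3-driven luciferase light from the GAL4 reporter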
Starred values were filed as active, the others as inactive; · = not tested or not shown. Some of the compounds tested; the hit share may differ from the screen's.

SMILES	TROY NFkB inh	NCOA2 inhibitor	NCOA1 inh	TLR9-MyD88 block	COUP-TFII inh	NOD2-RIPK2 inh	NR5A2 inv ag	Granule exo inh	TWEAK-Fn14 inh	ABHD5 PLIN5 PPI	NCOA3 inh
COc1ccc(C(=O)N/C(=C/c2cccs2)C(=O)NCCCn2ccnc2)cc1OC	-1.8	12.4	-0.8	11.0	-13.2	10.0	2.3	-4.2	-1.4	-2.4	11.1
CN1CCN(S(=O)(=O)c2ccc(NC(=S)NC(=O)C3CCC3)cc2)CC1	26.3	-14.8	-29.7	-7.0	13.9	-2.1	9.4	-1.4	-4.1	1.2	0.3
CCN(CC)S(=O)(=O)c1ccc(OCCNS(C)(=O)=O)cc1	-15.5	15.5	5.3	-2.1	20.8	-2.0	4.6	3.2	-2.2	-8.3	2.9
CCn1cc(C(=O)O)c(=O)c2cc(F)c(N3CCN(C(=S)NC(=O)c4ccccc4Br)CC3)cc21	11.0	-16.5	-27.5	1.3	-9.7	3.4	0.5	1.9	-81.5	3.3	-15.3
CC(=O)Nc1cccc(N(C)C)c1	0.5	-3.0	2.3	-4.8	0.4	-9.6	10.3	18.1	7.0	-2.0	24.4
COc1ccccc1CN1CCCC(C(=O)N2CCCCC2)C1 (stereo not given)	8.2	-6.8	-0.6	-5.0	-5.4	-12.4	13.0	1.7	14.8	10.8	9.5
COc1ccc(S(=O)(=O)Nc2cc(C(C)C)c(O)cc2C)cc1	-1.5	10.2	-14.7	7.0	-4.8	-11.6	-3.7	-0.8	-1.7	1.9	-2.6
CCOC(=O)c1ccc(NC(=O)Nn2cnnc2)cc1	0.9	-1.5	4.8	5.9	-15.7	-3.1	-1.1	-1.0	-9.7	-0.7	-3.0
Cc1cccc(NC(=S)/N=C(\N)Nc2nc(C)c3ccccc3n2)c1	-22.1	-3.8	6.6	5.8	9.9	0.4	-25.6	-1.6	6.5	-17.1	-6.5
Cc1ccc(CN2CCN(Cc3ccc4c(c3)OCCO4)CC2CCO)cc1 (stereo not given)	-1.2	12.4	6.3	-10.9	12.0	5.0	-20.5	-1.8	-6.6	-2.7	2.2
Cc1c(O)cnc2nn(-c3ccccc3)c(=N)n12	-9.9	13.4	-28.9	·	-0.5	-5.4	-3.9	-2.1	17.1	6.4	-16.4
CC1CN(C(=O)COC(=O)c2ccc3ncsc3c2)CC(C)O1 (stereo not given)	-10.9	3.3	-9.3	-3.0	-21.1	-6.2	-4.7	-6.4	7.8	-4.1	-17.6
Cc1cc(C(=O)c2ccc(Cl)cc2)c(NC(=O)CCl)s1	-7.2	21.8	-16.2	4.6	18.4	1.3	16.7	-9.0	-27.3	1.1	4.0
O=C(c1ccccc1C(F)(F)F)N1CCN(S(=O)(=O)c2ccccc2)CC1	-14.3	-22.8	8.7	-2.5	7.0	-3.3	-1.1	-4.1	5.9	-4.1	6.7
COc1ccc(-c2nn(-c3ccccc3)cc2C=O)cc1[N+](=O)[O-]	13.8	-4.7	-2.5	-11.7	-12.2	2.7	-26.3	5.4	-7.3	-1.3	-9.1
CCOC(=O)c1c(=O)n(O)c2ccc(C)cc2[n+]1[O-]	-1.2	-5.1	-14.4	1.6	-6.6	-8.4	10.3	-1.8	-7.1	3.1	11.2
Cc1cccc(NC(=O)CSc2ccc(-c3ccco3)nn2)c1	7.1	16.3	-10.9	-8.6	18.7	-1.2	3.4	-3.1	-16.5	4.3	-13.4
COc1cccc(NC(=O)Nc2ccccc2Br)c1	-39.2	-18.2	-61.3	-7.1	-25.5	8.5	-63.9	-8.2	-25.4	3.2	-35.2
O=C(COC(=O)/C=C/c1ccc([N+](=O)[O-])cc1)Nc1ccc2[nH]c(=O)[nH]c2c1	8.3	18.3	-33.2	0.2	18.8	-6.1	13.8	1.1	0.4	-1.2	-5.3
O=C(CSc1nnc2ccccn12)Nc1cccc(-c2nc3ccccc3s2)c1	-17.5	-28.8	-77.9	4.8	-15.8	0.8	-20.8	2.2	-10.7	-0.4	-78.2
CN1CCC(OC(c2ccccc2)c2ccccc2)CC1	7.6	-0.6	4.6	-0.8	-7.6	-13.9	-7.7	-4.0	-6.9	0.7	10.2
CC(C)c1ccccc1NC(=O)c1ccc2ncsc2c1	12.6	-9.1	-9.6	-10.8	18.9	-1.1	-16.6	13.1	32.2	-1.5	-5.1
Cc1ccc(NC(=O)NCCCN2CCCC2=O)c(C)c1	3.1	-7.3	11.3	-1.1	-5.6	-2.9	-13.1	3.0	-7.6	6.8	-22.8
COc1ccccc1CCCNC(=O)C1CCC(=O)N(CCCN2CCCC2=O)C1 (stereo not given)	-9.8	7.7	7.5	0.9	0.1	-5.0	-35.9	9.8	-3.6	5.8	5.0
O=C(Nc1cccc(C(F)(F)F)c1)C1CCCN(S(=O)(=O)c2cnc[nH]2)C1 (stereo not given)	-0.8	6.8	12.5	1.8	-11.7	-10.6	-0.7	2.7	-9.5	1.8	3.0

The list continues.
SMILES	TROY NFkB inh	NCOA2 inhibitor	NCOA1 inh	TLR9-MyD88 block	COUP-TFII inh	NOD2-RIPK2 inh	NR5A2 inv ag	Granule exo inh	TWEAK-Fn14 inh	ABHD5 PLIN5 PPI	NCOA3 inh
O=C(Nc1cccc2ncccc12)c1ccccc1Cl	-3.7	-9.4	3.4	-0.5	-11.4	6.7	-5.6	-7.8	-0.2	-6.5	6.7
CN(C)c1ccc(/C=N/OC(=O)Nc2ccccc2Cl)cc1	28.0	-15.3	-2.8	7.5	-17.9	0.2	-1.5	-3.0	36.6	0.1	20.3
O=C(COC(=O)c1ccco1)Nc1ccc2c(c1)OCCO2	·	-27.3	3.3	5.4	-5.0	-15.5	5.1	-3.6	8.5	3.1	6.3
Cc1ccc(S(=O)(=O)NCCOc2cc(C)ccc2C)cc1	-2.3	8.4	1.1	-9.0	6.1	3.0	-2.7	6.5	-12.0	-3.1	-1.9
COc1cc(NC(=S)Nc2ccc3c(c2)OCCO3)cc(OC)c1OC	57.0*	-25.5	-27.6	-1.4	-22.0	-2.8	-9.1	-0.9	36.2	-9.4	-11.1
CCOC(=O)c1sc2nc(CSc3ccccc3)nc(NCCN(C)C)c2c1C	-31.6	-11.1	-35.7	2.2	-13.3	-3.0	2.4	45.8	7.1	13.6	4.3
COc1c(C)cc(S(=O)(=O)N2CCOCC2)c(C)c1C	-3.8	11.0	-30.7	-7.3	6.1	-5.3	4.9	-4.6	24.4	-3.5	13.9
O=C(COc1ccc2ccccc2c1)NNC(=O)C(=O)Nc1ccccc1	0.3	15.6	-4.0	0.1	10.6	1.0	16.6	13.2	1.8	-0.6	-6.7
O=C(Cn1cc[n+](CC(=O)c2ccccc2)c1)c1ccccc1	-14.3	-25.2	-5.6	-0.5	0.7	-0.3	-8.9	3.5	-3.3	2.3	12.2
CCCc1cc(=O)[nH]c2nnc(SCC(=O)Nc3nnc(SCC)s3)n12	-11.1	-22.7	-22.5	-10.0	12.4	-5.6	-28.5	-4.5	-2.4	-3.3	2.3
Cn1cc(Cl)c(C(=O)NNC(=S)Nc2cccc(Cl)c2)n1	-33.6	-28.5	-47.0	5.1	-28.6	5.7	-61.2	-1.2	-14.3	-2.8	-75.2
COc1ccc(C2CC(c3ccc(F)cc3)n3nc(NS(C)(=O)=O)nc3N2)cc1 (stereo not given)	4.4	6.5	-10.2	8.2	1.6	-12.6	6.8	-0.2	16.4	0.5	15.6
COc1ccc(/C=C2/C(=O)OCc3cc(OC)c(OC)cc32)cc1	4.6	2.1	-9.1	-10.3	-9.9	3.2	50.1	4.9	16.4	-2.7	-1.8
CN1CCC(N(C)C(=O)/C(C#N)=C/c2ccccc2)CC1	5.3	1.7	17.1	1.3	-24.1	-3.9	8.5	44.3	7.0	1.8	-20.2
CC(=O)COc1ccc2c3c(c(=O)oc2c1)CCCC3	-36.6	-29.3	-22.5	-11.1	-17.3	6.4	24.4	0.6	-29.5	6.5	-21.6
COc1ccc(NC(=O)C2CCN(S(=O)(=O)c3ccc4c(c3)CC(C)N4C(C)=O)CC2)c(OC)c1 (stereo not given)	10.5	-8.0	1.7	-0.8	3.8	-10.2	7.5	0.7	-11.8	3.1	4.8
CCOC(=O)C1=C(Nc2ccc(Br)cc2)CC(C)(O)C(C(=O)OCC)C1c1ccccc1 (stereo not given)	32.5	-15.4	-1.9	11.2	-1.7	-3.1	13.1	1.3	-20.6	-6.2	7.7
O=C(Nc1ccccn1)c1cc2ccccc2o1	70.1*	31.7	-15.0	2.7	20.7	-4.3	-34.3	-1.2	95.8*	8.8	-41.8
CCOC(=O)c1ccc(N2CCN(C(C)=O)CC2)c(NC(=O)c2cccnc2)c1	5.0	-22.0	-5.7	1.5	-17.7	9.5	-3.8	3.5	-45.6	0.6	23.1
O=C(NC1CCCCC1)C1CCN(C(=O)c2ccc(-c3ccccc3)cc2)CC1	3.8	5.8	6.0	1.1	1.7	-5.5	-14.7	-0.3	-10.7	-0.3	0.7
COc1c(C(=O)Nc2ccc(Br)cn2)ccc2ccccc12	-41.3	-80.0	-51.3	5.3	3.6	-8.8	-20.2	-8.1	2.6	-0.6	-47.6
CC[C@]12c3[nH]c4ccc(Cl)cc4c3CCN1C(=O)[C@@H](CC(=O)NCCc1ccccn1)C[C@@H]2C(=O)N1CCN(C(=O)C2CC2)CC1	-6.0	7.2	-4.7	-3.2	-10.4	-3.7	-21.1	-2.5	1.8	-2.0	-11.9
CCOC(=O)N1CCC(NC(=O)Cn2ncc3c4ccccc4n(C)c3c2=O)CC1	-18.5	-3.9	2.4	-5.7	8.4	-4.8	-5.8	2.8	12.0	0.7	-0.1
Cc1cccc(C)c1NC(=O)C[n+]1cc(-c2ccccc2)n2c1CCC2	24.4	33.9	7.0	-2.5	-11.3	-8.0	7.1	-3.3	-2.7	0.4	18.6
O=[N+]([O-])c1ccccc1Oc1ncccc1[N+](=O)[O-]	-18.4	-17.9	-6.0	9.7	5.4	-7.7	14.8	-4.6	14.0	-0.4	11.4

Entries above containing a nitro group on carbon, in the order listed:
SMILES	TROY NFkB inh	NCOA2 inhibitor	NCOA1 inh	TLR9-MyD88 block	COUP-TFII inh	NOD2-RIPK2 inh	NR5A2 inv ag	Granule exo inh	TWEAK-Fn14 inh	ABHD5 PLIN5 PPI	NCOA3 inh
COc1ccc(-c2nn(-c3ccccc3)cc2C=O)cc1[N+](=O)[O-]	13.8	-4.7	-2.5	-11.7	-12.2	2.7	-26.3	5.4	-7.3	-1.3	-9.1
O=C(COC(=O)/C=C/c1ccc([N+](=O)[O-])cc1)Nc1ccc2[nH]c(=O)[nH]c2c1	8.3	18.3	-33.2	0.2	18.8	-6.1	13.8	1.1	0.4	-1.2	-5.3
O=[N+]([O-])c1ccccc1Oc1ncccc1[N+](=O)[O-]	-18.4	-17.9	-6.0	9.7	5.4	-7.7	14.8	-4.6	14.0	-0.4	11.4
